CF NFkB inh = inhibitors of cystic fibrosis induced NF-kB | KKLEB NF-kB-GFP reporter, PAF-induced, GFP fluorescence overnight | inhibition, % at 5 µM | hit rate 0.86% among 360,000 | AID 588850;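 active = at least 50% inhibition at 5 µM, scaled per plate between neutral and stimulator controls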;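 also: PAF is a Pseudomonas aeruginosa culture filtrate used as stimulus; plate controls were PAF-stimulated DMSO wells for no effect and unstimulated DMSO wells for full effect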
CaV13 ICDI inh = Disruptors of the CACNA1D IQ motif to Ca2+-dependent inactivation inhibitor domain association, primary screening, Förster resonance energy transfer in intact living …; hit rate 0.098% among 340,000; inhibition, % at 12.3 µM; HEK cells, CFP/YFP FRET ICDI-IQ, plate reader, 10 min; percent FRET-ratio fall versus neutral wells;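 active = mean replicate inhibition of at least 30% and at least 1% of replicates passing that level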;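 also: 0% = median of the neutral control wells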
TRPM1 prom inh = MITF TRPM1 promoter inhibition in SK-MEL-5 cells | SK-MEL-5 TRPM1 promoter luciferase, 24 h | inhibition, % at 12.5 µM | hit rate 0.83% among 330,000 | AID 488899;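 active = mean inhibition across replicates of 60% or more, whatever share of single replicates reaches that level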; also: values of inactives mirror those of a sister screen read the other way
HIF-2a block = blocks HIF-2a reporter activity | 786-0 RCC cells HIF-2a reporter, luciferase luminescence, overnight | inhibition, % at 18.8 µM | hit rate 0.72% among 360,000;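 active = inhibition of the luminescence signal of 40% or more relative to plate controls, in a single-dose primary screen at 18.75 µM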
PDI turbidity = PDI (human) enzyme inhibition; PDI insulin aggregation turbidity, A650, 90 min; inhibition, % at 10 µM; P07237; hit rate 0.052% among 350,000; AID 588391;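 active = mean inhibition across replicates of 30% or more, whatever share of single replicates reach that level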;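 also: absorbance from insulin aggregation driven by PDI reduction with DTT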
Target sequence (P07237 whole entry, looked up): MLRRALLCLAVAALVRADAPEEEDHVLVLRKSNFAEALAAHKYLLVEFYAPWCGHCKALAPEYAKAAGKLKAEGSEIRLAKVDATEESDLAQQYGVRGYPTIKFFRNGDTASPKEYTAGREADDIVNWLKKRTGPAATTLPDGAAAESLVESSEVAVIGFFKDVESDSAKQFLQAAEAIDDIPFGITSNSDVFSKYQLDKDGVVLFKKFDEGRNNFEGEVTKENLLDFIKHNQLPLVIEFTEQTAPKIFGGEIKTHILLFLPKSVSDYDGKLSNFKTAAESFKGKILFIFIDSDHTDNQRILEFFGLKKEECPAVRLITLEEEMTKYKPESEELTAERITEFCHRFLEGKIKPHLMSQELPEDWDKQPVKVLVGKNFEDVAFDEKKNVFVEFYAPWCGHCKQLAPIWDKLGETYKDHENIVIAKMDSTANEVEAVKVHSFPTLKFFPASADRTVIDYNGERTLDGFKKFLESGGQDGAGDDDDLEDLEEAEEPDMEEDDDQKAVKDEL
NR2E3 ag-1 = activates human photoreceptor nuclear receptor NR2E3 | hit rate 0.12% among 320,000 | GST-NR2E3/biotin-RetCOR TR-FRET, 1536-well | Q9Y5X4 | AID 2300 | inhibition of corepressor binding, % at 4.78 µM;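 active = percent inhibition above the cutoff of mean plus 3 SD of all tested compounds, set per screening campaign, cut at about 20% in these data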;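 also: 0% = DMSO wells and 100% = biotin wells as full block of FRET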
Target sequence (Q9Y5X4 whole entry, looked up): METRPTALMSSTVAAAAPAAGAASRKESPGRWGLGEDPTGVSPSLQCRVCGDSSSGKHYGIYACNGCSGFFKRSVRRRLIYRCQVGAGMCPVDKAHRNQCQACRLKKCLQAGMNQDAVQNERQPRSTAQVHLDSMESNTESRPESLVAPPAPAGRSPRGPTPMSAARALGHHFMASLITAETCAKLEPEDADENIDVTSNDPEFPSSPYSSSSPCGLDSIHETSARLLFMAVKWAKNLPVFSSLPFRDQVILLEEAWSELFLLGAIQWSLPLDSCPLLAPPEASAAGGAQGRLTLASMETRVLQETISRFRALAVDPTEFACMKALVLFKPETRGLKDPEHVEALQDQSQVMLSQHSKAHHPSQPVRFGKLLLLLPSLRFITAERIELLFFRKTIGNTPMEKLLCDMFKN
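system = GST-tagged NR2E3 plus biotinylated RetCOR corepressor | input = 1.35 nM GST-NR2E3 | also added = 7 nM biotin-RetCOR | schedule = 5 h incubation at 4 °C | measured by = TR-FRET with europium anti-GST and streptavidin-D2, 340 nm excitation | read-out = percent loss of FRET ratio relative to control wells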
NR2E3 ag-2 = activates human NR2E3 receptor | Q9Y5X4 | CHO-S Gal4-NCOR/VP16-NR2E3 two-hybrid, luciferase | inhibition of corepressor binding, % at 3.98 µM | hit rate 0.35% among 360,000 | AID 602229;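 active = inhibition above the mean of all tested compounds plus 3 SD, cut at about 70% in these data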;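 also: 0% = DMSO with NR2E3 transfected cells and 100% = cells lacking NR2E3 construct; higher means lower luciferase signal from less NR2E3 corepressor binding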
Peg3 promoter = reduces Peg3 promoter-driven luciferase expression in HeLa; AID 588405; inhibition, % at 20 µM; hit rate 1.7% among 360,000; HeLa PEG-Prom luciferase reporter, luminescence, overnight;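 active = inhibition of at least 50% at 20 µM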
Vif imaging = blocks HIV Vif function; HEK293T cells, Vif self-association by quenched fluorescence, imaging, 24 h; hit rate 0.35% among 340,000; inhibition, % at 7.49 µM; in the data active = inhibition above about 50%, passing the limit was not always enough; also: some results filed as inactive read as strong as hits
KKLEB cytotox = counter-screen for CF NF-kB inhibitors: cytotoxicity; hit rate 0.36% among 360,000; AID 602141; activity change (cytotoxicity), % at 5 µM; KKLEB CF airway cells viability, ATPlite luminescence, overnight; hits give low values; cells stimulated with P. aeruginosa culture filtrate;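 active = corrected activity change at or below -50% at 5 µM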
Shn3 inh set2 = reduces Shn3 3'UTR luciferase signal in osteoblasts; Clone20 osteoblast Shn3 3'UTR firefly luciferase, 24 h; inhibition, % at 12.5 µM; hit rate 0.52% among 360,000; AID 588674;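 active = mean inhibition of at least 75% with every replicate also reaching 75%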;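 also: 0% = median of neutral control wells and 100% = pilot-screen positive control compound; some compounds past the cut are filed as inactive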
Numbers without * were called inactive; x = not tested or not shown.

Sequence of screens – CF NFkB inh | Peg3 promoter | Vif imaging | HIF-2a block | TRPM1 prom inh | KKLEB cytotox | Shn3 inh set2 | NR2E3 ag-1 | PDI turbidity | NR2E3 ag-2 | CaV13 ICDI inh
O=C(CSc1nccc(=O)[nH]1)NC1CCCC1
 : -3 | 11 | 43 | 12 | -2 | 3 | -3 | 4 | 6 | -13 | -2
CN(C)c1ccc(C(C[N+](=O)[O-])c2c(N)n(C)c(=O)n(C)c2=O)c(F)c1C#N (configuration not stated)
 : 16 | 20 | -2 | 30 | 39 | -7 | 68 | 2 | 7 | -48 | -5
c1ccc(Cn2cc(-c3cccnc3)cn2)cc1
 : 0 | -58 | -1 | -87 | -35 | 6 | -24 | 2 | 1 | -27 | -10
Cc1ccc(NC2CCCN(C(=O)c3ccccc3N3CCOCC3)C2)cc1C (configuration not stated)
 : 14 | -5 | -4 | 5 | 0 | -2 | 2 | -3 | 1 | -17 | 0
CC(C)CN(CCNC(=O)CN1C(=O)COc2ccc(S(=O)(=O)N3CCOCC3)cc21)CC(C)C
 : 8 | 5 | -4 | 9 | -9 | -3 | 1 | 2 | 8 | -1 | -4
Cc1cccc2c1-c1sc(C(=O)Nc3ccccc3N3CCN(C)CC3)cc1CO2
 : 25 | -5 | 0 | -26 | -3 | -30 | 4 | -1 | -2 | -16 | -1
Cc1nnc2sc(-c3ccc(NC(=O)CSc4ccc(Cl)cc4)cc3)nn12
 : -8 | -20 | -2 | -1 | -4 | 5 | -7 | -1 | 3 | -14 | -5
O=[N+]([O-])c1ccc(N2CCN(CCO)CC2)c2ncccc12
 : -2 | -4 | 6 | 29 | -12 | -11 | -25 | -1 | -6 | 1 | -3
COc1cccc(NS(=O)(=O)c2ccc(S(=O)(=O)N3CCOCC3)cc2)c1
 : 10 | 17 | 4 | 12 | 1 | -5 | 17 | 3 | -7 | 19 | -8
O=C(C1CCN(S(=O)(=O)c2cccc3nsnc23)CC1)N1CCCc2ccccc21
 : 7 | 20 | -7 | 5 | -1 | 9 | 3 | 0 | -4 | -29 | -4
C/C(Cl)=C/Cn1c(NCCCn2ccnc2)nc2c1c(=O)[nH]c(=O)n2C
 : 1 | 18 | x | 7 | -7 | -3 | x | -4 | 4 | -20 | -4
CCN1C(=O)CC2(C[N+]3(C)CCC2CC3)C1=O (configuration not stated)
 : 0 | -32 | 3 | 4 | -2 | -11 | 11 | 3 | -8 | -20 | -5
CC(C)C(NS(=O)(=O)c1cccc(C(F)(F)F)c1)C(=O)O (configuration not stated)
 : -11 | 4 | 1 | -1 | 2 | -3 | -11 | 3 | 2 | 3 | 0
COC(=O)c1sc(C(F)(F)F)c(-c2ccccc2)c1S(=O)(=O)N1CCOCC1
 : -3 | 16 | 17 | 13 | -22 | 14 | -1 | x | 1 | 9 | -6
Cc1c(C(=O)NCCN2C(=O)S/C(=C\c3cccs3)C2=O)cccc1[N+](=O)[O-]
 : 12 | -2 | 2 | -6 | 2 | 6 | 7 | 4 | 1 | -27 | -5
COc1ccc(N(CC(=O)NCCSC2CCCCC2)S(C)(=O)=O)c(OC)c1
 : 7 | 10 | -5 | 14 | -8 | -3 | 13 | -2 | -10 | 9 | -7
CC(=NCc1ccccc1)c1ccccc1O
 : -4 | 0 | 5 | 7 | x | -1 | 5 | x | 0 | 12 | -5
Cc1cn(CC(=O)N(C)Cc2ccco2)c(=O)[nH]c1=O
 : -19 | 9 | 1 | 4 | -1 | 3 | 7 | x | -4 | 0 | -9
CCc1ccc(C(=O)C(C)OC(=O)c2nc3nc(C)cc(C)n3n2)cc1 (configuration not stated)
 : -3 | -12 | 4 | -10 | -3 | -3 | -16 | 3 | 6 | 11 | -6
FC(F)(F)c1ccccc1NC(=S)N/N=C1\CC2CC=CC12 (configuration not stated)
 : -16 | 10 | 9 | 9 | -9 | -10 | 7 | x | 6 | -39 | 9
COc1cc(/C=N/NC(=O)c2ccc(NC(=O)C3CC3)cc2)ccc1OC(C)=O
 : 21 | 3 | -4 | 10 | -1 | 4 | -9 | 2 | -6 | -6 | x
COc1ccc(Cn2nnnc2C(c2ccccc2)N2CCN(C3CCCC3)CC2)cc1 (configuration not stated)
 : 10 | 5 | -10 | 8 | -19 | 0 | -26 | x | -6 | 3 | -1
O=C(Nc1ccc(S(=O)(=O)Nc2nccs2)cc1)c1nn(-c2ccccc2)ccc1=O
 : -6 | 14 | 23 | -4 | -6 | -16 | 3 | 2 | 4 | -23 | -7
CC1CC(C)CN(c2ncc3c(n2)CC(c2ccccc2Cl)CC3=O)C1 (configuration not stated)
 : 4 | 10 | 1 | 33 | 6 | -6 | 12 | 6 | -3 | -5 | -4
C/C(=N/N1CCN(c2ccccn2)CC1)c1cccc([N+](=O)[O-])c1
 : 0 | -31 | -7 | -29 | -1 | -1 | -15 | 2 | 8 | -23 | -3
COc1ccc(CN(C)C(=O)Cc2ccc(OC)c(S(=O)(=O)N3CCOCC3)c2)cc1OC
 : 12 | 1 | -1 | 5 | -2 | 8 | 2 | -1 | 1 | 10 | -2
CCCCc1nc(SCC(=O)Nc2ccc(S(N)(=O)=O)cc2)n[nH]1
 : -30 | 8 | 19 | 17 | 1 | 22 | -1 | 5 | 7 | -16 | -6
O=[N+]([O-])c1cccc2ccc(/C=C/c3cccc(Br)c3)nc12
 : -24 | -93 | -2 | -108 | 4 | 6 | -32 | 3 | -6 | -56 | -2
Cn1c(CC(=O)Nc2ccc(F)cc2)nnc1SCC(=O)NC1CCCCC1
 : -8 | -9 | 15 | 9 | -6 | 14 | 0 | 4 | -8 | -17 | -5
COc1cc(SC)ccc1C(=O)NC1CCCc2ccccc21 (configuration not stated)
 : 23 | -8 | 13 | -12 | 19 | -6 | 23 | 5 | 4 | -17 | -4
CC(=O)Nc1ccc(S(=O)(=O)N2CCCC(C(=O)N3CCN(c4ccccc4)CC3)C2)cc1 (configuration not stated)
 : -22 | 19 | -6 | 14 | 8 | -5 | 30 | 1 | -1 | 7 | x
COc1cccc(C(C)(O)c2nc(-c3ccoc3)cs2)c1 (configuration not stated)
 : -27 | 2 | -6 | -20 | x | 16 | -7 | x | 4 | -14 | -11
CC(C)N1C(=O)C2C(C(=O)NCc3ccccc3)C3C=CC2(O3)C1C(=O)NC(C)(C)C (configuration not stated)
 : -26 | 4 | 9 | 9 | -8 | -11 | -8 | 1 | 1 | -6 | -6
CCOC(=O)c1c(SC)[nH]c2c(Cl)cccc2c1=O
 : 5 | 4 | -4 | 7 | -5 | -5 | -5 | -4 | 0 | -11 | -13
O=C(N/N=C/c1cccn1-c1ccc([N+](=O)[O-])cc1)C(O)c1ccccc1 (configuration not stated)
 : 4 | 20 | 4 | 4 | 5 | 9 | 2 | 4 | 5 | 9 | -9
CN(C)c1nc2n(c(=O)n1)CCO2
 : -8 | -3 | 0 | 6 | -8 | 3 | 4 | 4 | 11 | -2 | -9
Fc1ccccc1NC(=S)Nc1cccc2cnccc12
 : 14 | -197 | -19 | -157 | -4 | 3 | 32 | 0 | -5 | -37 | -7
Cc1cccc(NC(=O)Cc2nnc(NC(=O)Nc3ccccc3F)s2)c1
 : -1 | 9 | 7 | 5 | 6 | 12 | 62 | 4 | -11 | -14 | -5
COCCNC(=O)C1(C)CCCN(C(=O)c2ccc(C)c(F)c2)C1 (configuration not stated)
 : 9 | 7 | 3 | 0 | x | 2 | -2 | x | 11 | -1 | -13
C=CCN(CC(=O)NCC1CCCO1)C(=O)CCC(=O)Nc1cc(C)on1 (configuration not stated)
 : -8 | -8 | 20 | 2 | -3 | -5 | -22 | 6 | -1 | 5 | x
COc1ccc(CCNC(=O)CCS(=O)(=O)c2ccc(C)cc2)cc1OC
 : -3 | 13 | -1 | 20 | 18 | -11 | 10 | 2 | -6 | 13 | -8
CCOC(=O)N1CCC(NC(=O)c2ccc3c(c2)N(C)C(=O)/C(=C/c2cccc(OC)c2)S3)CC1
 : 5 | 29 | -4 | 21 | 51 | -1 | 8 | 0 | 4 | -23 | -12
O=[N+]([O-])c1ccc(NN=Cc2ccc(O)cc2)nc1
 : 17 | -216 | -6 | -277 | -36 | -4 | -13 | x | -3 | -118 | -37
COc1cccc(CSc2nnnn2-c2ccc(O)cc2)c1
 : -7 | 12 | -9 | -13 | 1 | -3 | 5 | 1 | 12 | 9 | -5
CCOc1ccc(/C=N/NC(=O)c2cc(-c3ccco3)nc3ccccc23)cc1
 : -13 | -6 | 3 | -42 | -11 | -8 | -39 | 1 | 3 | 3 | -5
O=C(O)/C=C/c1cn(Cc2ccccc2)nc1-c1cccnc1
 : 2 | 5 | -7 | 8 | 2 | 2 | -3 | -4 | -1 | -13 | 3
NS(=O)(=O)c1ccc(CNC(=O)c2sccc2-c2ccccc2)cc1
 : 6 | 7 | -6 | 9 | -3 | -6 | 2 | 1 | 11 | -2 | -7

Compounds shown so far containing fluorine:
Sequence of screens – CF NFkB inh | Peg3 promoter | Vif imaging | HIF-2a block | TRPM1 prom inh | KKLEB cytotox | Shn3 inh set2 | NR2E3 ag-1 | PDI turbidity | NR2E3 ag-2 | CaV13 ICDI inh
CN(C)c1ccc(C(C[N+](=O)[O-])c2c(N)n(C)c(=O)n(C)c2=O)c(F)c1C#N (configuration not stated)
 : 16 | 20 | -2 | 30 | 39 | -7 | 68 | 2 | 7 | -48 | -5
CC(C)C(NS(=O)(=O)c1cccc(C(F)(F)F)c1)C(=O)O (configuration not stated)
 : -11 | 4 | 1 | -1 | 2 | -3 | -11 | 3 | 2 | 3 | 0
COC(=O)c1sc(C(F)(F)F)c(-c2ccccc2)c1S(=O)(=O)N1CCOCC1
 : -3 | 16 | 17 | 13 | -22 | 14 | -1 | x | 1 | 9 | -6
FC(F)(F)c1ccccc1NC(=S)N/N=C1\CC2CC=CC12 (configuration not stated)
 : -16 | 10 | 9 | 9 | -9 | -10 | 7 | x | 6 | -39 | 9
Cn1c(CC(=O)Nc2ccc(F)cc2)nnc1SCC(=O)NC1CCCCC1
 : -8 | -9 | 15 | 9 | -6 | 14 | 0 | 4 | -8 | -17 | -5
Fc1ccccc1NC(=S)Nc1cccc2cnccc12
 : 14 | -197 | -19 | -157 | -4 | 3 | 32 | 0 | -5 | -37 | -7
Cc1cccc(NC(=O)Cc2nnc(NC(=O)Nc3ccccc3F)s2)c1
 : -1 | 9 | 7 | 5 | 6 | 12 | 62 | 4 | -11 | -14 | -5
COCCNC(=O)C1(C)CCCN(C(=O)c2ccc(C)c(F)c2)C1 (configuration not stated)
 : 9 | 7 | 3 | 0 | x | 2 | -2 | x | 11 | -1 | -13
